From PubChem
TRHR PAM – qHTS for Small Molecule Agonists and Allosteric Enhancers of Human TRH Receptor: Primary Screen for Enhancers | Thyrotropin-releasing hormone receptor (Homo sapiens), P34981 | 360,000 compounds, 0.66% hits | enhancement, % at 2 µM | TRHR cells, fluo-8 calcium fluorescence, EC20 TRH enhancement; in the data active means enhancement above about 30%; further: 0% is about no effect
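Enhancer read-out: after compound pinning and an initial kinetic agonist-mode read, an EC20 of TRH (10 nM final) was injected and fluo-8 calcium signal (Ex 480/Em 530) followed at 1 s/cycle for 100 cycles in TRHR-expressing cells.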
D2 ag – HTS Assay for Allosteric Agonists of the Human D2 Dopamine Receptor: Primary Screen for Agonists. 340,000 compounds, 0.53% hits. HEK293 T-REx D2 cells, calcium flux agonist mode. activation, % at 2 µM;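 active means activation over 3 SD above normal in the single-dose calcium agonist read, cut at about 30% in these data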; further: 0% is about no effect
Target sequence (P14416 whole entry, looked up): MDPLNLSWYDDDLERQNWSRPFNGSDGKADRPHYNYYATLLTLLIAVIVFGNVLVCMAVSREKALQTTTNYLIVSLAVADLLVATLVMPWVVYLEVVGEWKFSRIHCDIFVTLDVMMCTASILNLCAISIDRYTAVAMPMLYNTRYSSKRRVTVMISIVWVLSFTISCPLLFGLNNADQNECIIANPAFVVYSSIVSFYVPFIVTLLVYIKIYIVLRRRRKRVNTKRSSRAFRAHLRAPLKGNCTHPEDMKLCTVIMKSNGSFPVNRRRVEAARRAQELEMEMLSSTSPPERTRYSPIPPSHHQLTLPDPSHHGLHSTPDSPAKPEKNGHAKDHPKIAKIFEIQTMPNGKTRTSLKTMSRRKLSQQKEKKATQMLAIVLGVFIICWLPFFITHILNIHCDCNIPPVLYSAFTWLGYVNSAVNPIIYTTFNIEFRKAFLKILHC
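HEK293 Trex D2 cells, tetracycline-induced, o/n 30 C 5% CO2; no-wash Ca dye, RT 30–90 min; 10-cycle baseline, 23 nl cpd added, kinetic Ca read 180 s; agonist hits = positive Ca response.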
D2 antagonist – HTS Assay for Allosteric Antagonists of the Human D2 Dopamine Receptor: Primary Screen for Antagonists; inhibition, % at 10 µM; D(2) dopamine receptor (Homo sapiens), P14416; 340,000 compounds, 2% hits; HEK293 TREx D2 cells, calcium flux, dopamine EC80; in the data active means inhibition above about 30%; further: 0% is about no effect
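Antagonism is scored as inhibition of an EC80 dopamine-evoked calcium signal in a force-coupled, tetracycline-inducible HEK293 T-REx D2 line, with compound present 180 s before agonist.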
D1 antag – Antagonist of Human D 1 Dopamine Receptor: qHTS. D(1A) dopamine receptor (Homo sapiens), P21728. HEK293 TREx D1 cells, calcium flux, dopamine EC80; hits give low values. activity change, negative = inhibition, % at 10 µM. 360,000 compounds, 3.2% hits. AID 504652, 2011; in the data active means activity change below about -30%; further: on the % scale 0 is the no-effect control and ±100 the full control effect
Target sequence (P21728 whole entry, looked up): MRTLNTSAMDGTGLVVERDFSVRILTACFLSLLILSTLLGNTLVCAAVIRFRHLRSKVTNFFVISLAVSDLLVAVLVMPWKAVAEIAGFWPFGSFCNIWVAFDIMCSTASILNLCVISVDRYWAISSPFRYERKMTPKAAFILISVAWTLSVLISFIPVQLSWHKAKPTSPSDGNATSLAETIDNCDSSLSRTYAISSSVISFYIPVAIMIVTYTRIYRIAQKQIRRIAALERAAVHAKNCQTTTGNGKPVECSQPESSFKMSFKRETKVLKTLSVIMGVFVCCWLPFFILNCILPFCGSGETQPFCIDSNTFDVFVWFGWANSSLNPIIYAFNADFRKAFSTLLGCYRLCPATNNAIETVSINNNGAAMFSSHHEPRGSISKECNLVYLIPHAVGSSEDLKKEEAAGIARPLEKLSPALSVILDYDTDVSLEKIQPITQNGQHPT
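Calcium flux readout: force-coupled, inducible Hek293 Trex D1 line, cells induced overnight at 30 C with tetracycline, dye-loaded 30–90 min at RT. Antagonism scored against EC80 dopamine challenge given 180 s after compound.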
D2 PAM – HTS Assay for Positive Allosteric Modulators of the Human D2 Dopamine Receptor: Primary Screen for Potentiators; 340,000 compounds, 0.34% hits; D(2) dopamine receptor (Homo sapiens), P14416; HEK293 T-REx D2, calcium flux, EC20 dopamine potentiation; potentiation, % at 10 µM; AID 485347, 2010;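 active means potentiation over 3 SD above the plate norm, cut at about 30% in these data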; further: 0% is about no effect
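Cells plated with tetracycline inducer and held overnight at 30 C; calcium dye loaded 30–90 min at room temperature; baseline taken, compound added and read 180 s; EC20 dopamine then added and read 180 s.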
TRHR ag – qHTS for Small Molecule Agonists and Allosteric Enhancers of Human TRH Receptor: Primary Screen for Agonists. Thyrotropin-releasing hormone receptor (Homo sapiens), P34981. TRHR cells, calcium flux fluo-8, FDSS agonist mode. activation, % at 2 µM. 360,000 compounds, 0.18% hits. AID 493084, 2011; further: 0% is about no effect
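Fluo-8-loaded TRHR cells; 10 s baseline, compound added, kinetic Ca2+ fluorescence read 1/s, agonist mode.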
RXFP1 antagonist – qHTS Assay for Antagonists of the Relaxin Receptor RXFP1 | Relaxin receptor 1 (Homo sapiens), Q9HBX9 | 350,000 compounds, 0.59% hits | activity change, negative = inhibition, % at 57.5 µM | HEK293-RXFP1, relaxin-stimulated cAMP HTRF, 30 min; hits give low values | AID 1259400, 2018;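 active means activity change of -60% or lower, but not beyond a set lower limit; inconclusive means change between -60% and -40%, or beyond the set limit; inactive means change above -40%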; further: on the % scale 0 is the no-effect control and ±100 the full control effect
D1 agonist – Allosteric Agonists of the Human D1 Dopamine Receptor: qHTS | HEK293 T-REx D1 cells, calcium flux, agonist mode | D(1A) dopamine receptor (Homo sapiens), P21728 | activation, % at 2 µM | 360,000 compounds, 1% hits; further: 0% is about no effect
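Tetracycline-induced HEK293 TREx D1 cells, force-coupled to calcium signalling, were dye-loaded with a no-wash calcium kit. Compound was pin-added after a 10 s baseline. Fluorescence was read kinetically at 1 cycle/s for 180 s, with calcium rises flagged as agonism.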
D1 potentiator – Potentiators of Human D1 Dopamine Receptor: qHTS; D(1A) dopamine receptor (Homo sapiens), P21728; HEK293 TREx D1 cells, calcium flux, dopamine EC20 potentiation; potentiation, % at 10 µM; 360,000 compounds, 0.036% hits; AID 504651, 2011; in the data active means potentiation above about 30%; further: 0% is about no effect
Numbers without * were called inactive; ? = inconclusive; · = no result given. Unless noted, no stated cut-off is given here; in the data, active means activation above about 30%; inactive means the rest.

SMILES | TRHR PAM | D2 ag | D2 antagonist | D1 antag | D2 PAM | TRHR ag | RXFP1 antagonist | D1 agonist | D1 potentiator
COC(=O)c1c(SC)nc2ccccc2c1OCc1ccc(Br)cc1 | 10 | 1.8 | · | 5 | 9 | 1.9 | · | 14 | 2
CC(Sc1n[nH]c(=O)n1Cc1ccccc1)C(=O)NCC1CCCO1 (configuration not stated) | -4 | -0.2 | 8 | 5 | 4 | 0.1 | 3 | 1 | -4
CCC(=O)c1ccc(OCC(O)CN2CCN(c3ccccn3)CC2)cc1 (configuration not stated) | -2 | 80* | 74* | -10 | -27 | 0.2 | ? | 4 | 11
CCC(C(=O)NCCCN1CCN(CCCNC(=O)C(CC)c2ccccc2)CC1)c1ccccc1 (configuration not stated) | -4 | -0.2 | -4 | 22 | -7 | 0.0 | 1 | -4 | -3
COc1cccc(N2CCN(C(=O)c3ccc4ccccc4c3)CC2)c1 | -3 | 1.6 | -16 | 5 | 0 | 0.5 | -25 | 1 | -5
Cc1cc(NC(=O)c2sc(Nc3ccc(F)cc3)nc2N)no1 | -1 | 1.7 | 1 | 7 | -4 | -0.3 | -5 | -1 | 1
CCN(Cc1ccncc1)Cc1ccc(OC)cc1OC | -6 | 2.5 | 11 | -14 | -7 | -0.9 | 20 | 4 | -6
CC(=C/C(=O)O)/C=C/c1ccc([N+](=O)[O-])cc1 | -3 | 1.2 | 8 | 10 | -3 | 0.6 | -5 | 5 | -1
O=C1CCCN1c1ccc(S(=O)(=O)NCc2ccco2)cc1 | -2 | -0.5 | 8 | -14 | -4 | -0.3 | -8 | 0 | -5
NC(=O)COC(=O)C1c2ccccc2Oc2ccccc21 | 5 | -0.7 | -12 | -8 | 8 | -0.4 | -12 | 13 | -2
CC(C)(C)CC(C)(C)NC(=S)Nc1ccc(S(=O)(=O)N2CCOCC2)cc1 | -4 | 7.4 | 5 | 1 | 8 | 1.2 | -12 | 17 | -7
O=C(COC(=O)Cc1ccc(F)cc1)NC1CCCCCC1 | -5 | -0.3 | -15 | -17 | 11 | -0.1 | -1 | 4 | -3
COc1cc(NS(=O)(=O)c2ccc(NC(=S)NC(=O)c3sc4ccccc4c3Cl)cc2)ncn1 | -4 | -0.9 | 11 | 9 | -3 | -0.1 | 3 | 6 | -7
CC(=O)Nc1ccc(S(=O)(=O)N(C)CC(=O)OCC(=O)N(C)c2ccccc2)cc1 | -5 | 0.1 | -27 | 7 | -15 | -0.4 | -11 | 6 | -3
O=S(=O)(NCCNS(=O)(=O)c1ccc(F)cc1)c1ccc(F)cc1 | -4 | -0.5 | 1 | · | -7 | -0.2 | 7 | -2 | 4
Nc1[nH]c(=O)[nH]c(=O)c1N=Nc1ccc(C(=O)O)cc1 | 3 | -1.5 | 14 | 5 | 10 | 0.4 | 2 | 0 | 2
O=C(Cn1nc(C(=O)O)c2ccccc2c1=O)Nc1ccc(Br)cc1 | -2 | -0.2 | -4 | -9 | 17 | -1.9 | -3 | 2 | 18
C=CCn1c(SC(C)C(=O)NCc2ccc3c(c2)OCO3)nnc1C1CCCCC1 (configuration not stated) | 7 | -0.1 | -14 | 24 | 4 | 0.0 | 7 | 2 | -3
COC(=O)c1cn(NC(=O)Cc2ccc(Cl)cc2)c(=O)c2ccccc12 | -4 | 0.3 | 12 | 2 | -3 | 0.3 | 1 | 15 | -4
CCN(C(=O)c1cc2ccccc2oc1=O)c1cccc(C)c1 | -1 | -0.1 | 7 | 2 | -7 | -0.6 | 5 | 13 | 0

12 entries from above, with two lines to a compound:
Under each structure – TRHR PAM	D2 ag	D2 antagonist	D1 antag	D2 PAM	TRHR ag	RXFP1 antagonist	D1 agonist	D1 potentiator
Cc1cc(NC(=O)c2sc(Nc3ccc(F)cc3)nc2N)no1
  -1	1.7	1	7	-4	-0.3	-5	-1	1
CCN(Cc1ccncc1)Cc1ccc(OC)cc1OC
  -6	2.5	11	-14	-7	-0.9	20	4	-6
CC(=C/C(=O)O)/C=C/c1ccc([N+](=O)[O-])cc1
  -3	1.2	8	10	-3	0.6	-5	5	-1
O=C1CCCN1c1ccc(S(=O)(=O)NCc2ccco2)cc1
  -2	-0.5	8	-14	-4	-0.3	-8	0	-5
NC(=O)COC(=O)C1c2ccccc2Oc2ccccc21
  5	-0.7	-12	-8	8	-0.4	-12	13	-2
CC(C)(C)CC(C)(C)NC(=S)Nc1ccc(S(=O)(=O)N2CCOCC2)cc1
  -4	7.4	5	1	8	1.2	-12	17	-7
O=C(COC(=O)Cc1ccc(F)cc1)NC1CCCCCC1
  -5	-0.3	-15	-17	11	-0.1	-1	4	-3
COc1cc(NS(=O)(=O)c2ccc(NC(=S)NC(=O)c3sc4ccccc4c3Cl)cc2)ncn1
  -4	-0.9	11	9	-3	-0.1	3	6	-7
CC(=O)Nc1ccc(S(=O)(=O)N(C)CC(=O)OCC(=O)N(C)c2ccccc2)cc1
  -5	0.1	-27	7	-15	-0.4	-11	6	-3
O=S(=O)(NCCNS(=O)(=O)c1ccc(F)cc1)c1ccc(F)cc1
  -4	-0.5	1	·	-7	-0.2	7	-2	4
Nc1[nH]c(=O)[nH]c(=O)c1N=Nc1ccc(C(=O)O)cc1
  3	-1.5	14	5	10	0.4	2	0	2
O=C(Cn1nc(C(=O)O)c2ccccc2c1=O)Nc1ccc(Br)cc1
  -2	-0.2	-4	-9	17	-1.9	-3	2	18

Remaining list, next part
SMILES | TRHR PAM | D2 ag | D2 antagonist | D1 antag | D2 PAM | TRHR ag | RXFP1 antagonist | D1 agonist | D1 potentiator
O=C(c1ccc2c(c1)OCO2)[C@@H]1[C@@H]2C(=O)N(C3CCCCC3)C(=O)[C@@H]2C2c3ccccc3C=CN21 (some centres not stated) | 7 | -0.5 | 5 | 6 | -6 | -2.5 | -7 | 3 | -3
CCS(=O)(=O)c1ccc2oc(Nc3ccccc3Cl)nc2c1 | 3 | -1.2 | 7 | 23 | 4 | 0.0 | -28 | 1 | 5
Cn1c(NCc2cccs2)nc2ccccc21 | 0 | -0.8 | -2 | -1 | -1 | 0.2 | 2 | 0 | -1
CN(C(=O)c1ccccc1C(=O)OCC(=O)NCc1cccs1)C1CCCCC1 | 4 | 0.1 | -14 | -3 | 11 | -0.1 | -10 | 0 | -3
Cc1ccccc1CNC(=O)c1ccc(NC(=O)N2CCCCc3ccccc32)cc1 | 0 | 1.3 | · | 12 | -9 | 0.1 | · | 1 | -5
CCCCC(=O)N1CCCC(C(=O)OCC)C1 (configuration not stated) | -10 | 1.6 | 9 | 2 | -7 | -0.2 | -13 | 1 | -2
O=c1c(Cl)c(N2CCN(c3ccc(F)cc3)CC2)cnn1-c1nc2ccccc2s1 | -2 | 0.5 | 2 | 8 | 27 | -0.3 | -32 | 1 | -2
COc1ccccc1NC(=O)CN1C(=O)COc2ccc(C)cc21 | -3 | -0.2 | -9 | 2 | 0 | 0.3 | 15 | 9 | -4
O=C(Nc1nnc(-c2cccs2)o1)c1ccco1 | 1 | 0.1 | -5 | 5 | -5 | -0.1 | · | 0 | ·
CCOc1ccc(N(C(C)C(=O)NCCSc2ccc(Cl)cc2)S(C)(=O)=O)cc1 (configuration not stated) | -11 | 2.1 | · | -1 | -9 | 3.7 | · | 17 | -2
COc1ccccc1CNc1ncccn1 | 2 | -0.9 | -20 | -14 | -7 | 0.3 | -14 | -3 | 2
Cc1cc(Br)ccc1NC(=O)CN(C)C(=O)COc1cccc2c1OC(C)(C)C2 | -1 | -0.1 | -19 | -9 | -11 | -0.3 | -10 | 1 | -5
COc1ccc(/C=N/Nc2ncnc3sc4c(c23)CCCC4)cc1OC | -3 | 0.2 | 7 | -2 | -3 | -0.1 | -7 | 5 | -6
Cc1coc2c(C)c3oc(=O)c(CCC(=O)N[C@@H](C)C(=O)N[C@@H](Cc4ccccc4)C(=O)O)c(C)c3cc12 | -4 | -0.1 | 11 | -2 | 3 | 0.0 | · | 0 | -2
O=C(N/N=C/C1=Cc2ccccc2OC1)c1ccncc1 | -2 | -0.1 | -6 | 26 | 4 | 0.4 | -11 | 1 | 1
CC1CCCCN1S(=O)(=O)c1ccc(C(=O)Nc2nnc(C3=COCCO3)o2)cc1 (configuration not stated) | 4 | -0.1 | 13 | -25 | -7 | 0.1 | 0 | 1 | -7
O=C(CS(=O)(=O)c1ccc2ccccc2c1)N1CCCCCC1 | -8 | 0.1 | 5 | 0 | -4 | -0.3 | -13 | -1 | 1
Cc1occc1C(=O)n1nnc2ccccc21 | 13 | 0.4 | -5 | -20 | -8 | 0.6 | -15 | 0 | -3
CCOC(=O)N1CCN(c2ccc(S(=O)(=O)N3CCOCC3)cc2[N+](=O)[O-])CC1 | 11 | 0.4 | 1 | 1 | 9 | 1.3 | -13 | 3 | 0
COc1ccc(NC(=O)c2ccc(NC(=O)C(C)C)cc2)c([N+](=O)[O-])c1 | 10 | 0.3 | -4 | -8 | 5 | 0.2 | -1 | 4 | -5
CCn1c(SCC(=O)c2ccc3c(c2)OCCO3)nnc1-c1ccco1 | 3 | 1.2 | -22 | -17 | 0 | 0.0 | -6 | 2 | 17
Cc1ccc(-n2cc(CNC(C)c3cnn(C)c3)c(-c3ccc(F)cc3)n2)cc1 (configuration not stated) | 10 | 1.0 | 0 | 2 | -5 | 1.4 | -25 | 12 | 2
Cn1c(C(=O)N2CCC(C(=O)N3CCOCC3)CC2)cc2sccc21 | 0 | 0.9 | 11 | -7 | 4 | 0.1 | 5 | -1 | -4
O=C(O)CCCCCN1C(=O)c2ccc(C(=O)O)cc2C1=O | 1 | -0.3 | 9 | -6 | 6 | 0.3 | 16 | 0 | -1
C=CCn1c(C(C)NC(=O)COC)nc2ccccc21 (configuration not stated) | -1 | -0.3 | -1 | -15 | -2 | 0.3 | 1 | 4 | -4
